PI4K2A inh: qHTS for small molecular inhibitors of PI4K2A | Phosphatidylinositol 4-kinase type 2-alpha (Homo sapiens), Q9BTU6 | purified PI4K2A, ADP-Glo luminescence, 1 h; stronger effect = lower value | 420,000 tested, 0.13% active | activity change, negative = inhibition, % at 76.9 µM; in the data active means activity change below about -50%; inconclusive means mostly about -30% to -49%;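 further: -100% = wells without enzyme as full effect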
Target sequence (Q9BTU6 whole entry, looked up): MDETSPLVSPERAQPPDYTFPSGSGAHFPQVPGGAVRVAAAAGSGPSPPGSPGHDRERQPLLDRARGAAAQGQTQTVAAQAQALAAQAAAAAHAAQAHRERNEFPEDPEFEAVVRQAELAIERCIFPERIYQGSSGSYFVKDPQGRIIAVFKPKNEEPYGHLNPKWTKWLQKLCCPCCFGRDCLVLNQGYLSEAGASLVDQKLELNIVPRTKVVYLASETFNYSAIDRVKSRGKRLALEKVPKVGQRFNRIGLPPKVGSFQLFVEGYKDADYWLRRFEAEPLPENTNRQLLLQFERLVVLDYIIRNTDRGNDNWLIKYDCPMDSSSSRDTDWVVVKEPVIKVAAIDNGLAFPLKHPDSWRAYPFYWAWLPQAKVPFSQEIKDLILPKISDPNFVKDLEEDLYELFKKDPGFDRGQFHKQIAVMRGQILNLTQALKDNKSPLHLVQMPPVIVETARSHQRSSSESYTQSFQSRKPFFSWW
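In this quantitative HTS, ADP production by PI4K2A was quantified luminescently after 1 h at ambient temperature; 100 microM adenosine served as plate-quality control.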
TRHR ag: qHTS for Small Molecule Agonists and Allosteric Enhancers of Human TRH Receptor: Primary Screen for Agonists | Thyrotropin-releasing hormone receptor (Homo sapiens), P34981 | TRHR cells, calcium flux fluo-8, FDSS agonist mode | activation, % at 2 µM | 360,000 tested, 0.18% active | AID 493084, 2011; in the data active means activation above about 30%; further: 0% is about no effect
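Read-out: compound-evoked intracellular calcium rise in TRHR cells, fluo-8 dye, kinetic FDSS fluorescence at 1 s/cycle following a 10-cycle baseline. Cells cultured overnight before dye loading (30 min–1.5 h, RT).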
mIDH1 inhibitor: qHTS for Inhibitors of mutant isocitrate dehydrogenase 1 (IDH1): qHTS; Isocitrate dehydrogenase [NADP] cytoplasmic (Homo sapiens), O75874; IDH1-R132H enzyme, NADPH consumption, diaphorase/resazurin fluorescence; Potency, µM (highest dose often 76.6 µM), for the others: top-dose activity change, negative = inhibition, actives largely listed as inhibitors; 390,000 tested, 0.093% active; further: potency means the concentration at half of the fitted maximal effect; on the % scale 0 is the no-effect control and ±100 the full control effect; nearly all actives have a fitted effect of over 65% in size
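IDH1-R132H (0.5 ug/mL) preincubated 30 min with compound, then NADPH (0.016 mM) and alpha-KG (2 mM) added; 80 min at RT, pH 7.5. Remaining NADPH coupled via diaphorase/resazurin to fluorescence (540/590 nm); concentration-response curves normalized to no-enzyme control.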
USP1-UAF1 inh: Inhibitors of USP1/UAF1: Primary Screen | recombinant USP1/UAF1, Ub-Rhodamine cleavage fluorescence | Potency, µM (series often up to 57.1 µM), without a hit: at the highest dose activity change, negative = inhibition, most hits filed as inhibitors | 390,000 tested, 0.23% active; further: potency means the concentration at half of the fitted maximal effect; on the % scale 0 is the no-effect control and ±100 the full control effect; nearly all actives have a fitted effect of over 60% in size; inactives centre near -12
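High-throughput fluorogenic screen: 1nM USP1/UAF1 complex, Ub-Rho substrate 150nM final, 50mM HEPES pH 7.8 with 0.5mM EDTA, 0.1 mg/ml BSA, 1mM TCEP and 0.01% Tween-20.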
D2 antagonist: HTS Assay for Allosteric Antagonists of the Human D2 Dopamine Receptor: Primary Screen for Antagonists; D(2) dopamine receptor (Homo sapiens), P14416; HEK293 TREx D2 cells, calcium flux, dopamine EC80; inhibition, % at 10 µM; 340,000 tested, 2% active; AID 485344, 2010; in the data active means inhibition above about 30%; further: 0% is about no effect
Target sequence (P14416 whole entry, looked up): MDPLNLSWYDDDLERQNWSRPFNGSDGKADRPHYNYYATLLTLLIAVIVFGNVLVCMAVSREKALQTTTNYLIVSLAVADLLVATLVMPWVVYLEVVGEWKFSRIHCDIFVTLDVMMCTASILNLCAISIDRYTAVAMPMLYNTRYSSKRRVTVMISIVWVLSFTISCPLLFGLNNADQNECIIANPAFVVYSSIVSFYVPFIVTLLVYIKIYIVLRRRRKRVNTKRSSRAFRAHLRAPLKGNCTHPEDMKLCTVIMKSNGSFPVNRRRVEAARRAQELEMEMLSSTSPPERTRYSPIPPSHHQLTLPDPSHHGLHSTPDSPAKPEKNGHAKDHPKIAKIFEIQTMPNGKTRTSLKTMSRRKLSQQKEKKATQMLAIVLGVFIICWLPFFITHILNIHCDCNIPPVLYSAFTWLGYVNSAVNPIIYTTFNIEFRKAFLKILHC
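Overnight-induced (tetracycline, 30 C) HEK293 T-REx cells carrying force-coupled D2 receive a no-wash calcium dye, then compound, then EC80 dopamine at 180 s; signals are read kinetically throughout.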
TrxR1 substrate: qHTS Assay for Substrates of Mammalian Selenoprotein Thioredoxin Reductase 1 (TrxR1): qHTS. Potency, µM (highest dose often 114 µM), for inactives: at the highest dose activity change, negative = substrate turnover. purified TrxR1 substrate turnover, NADPH consumption readout. Thioredoxin reductase 1, cytoplasmic (Rattus norvegicus), O89049. 390,000 tested, 0.01% active; further: potency means the concentration at half of the fitted maximal effect; on the % scale 0 is the no-effect control and ±100 the full control effect; nearly all actives have a fitted effect of over 50% in size
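Rat TrxR1, dispensed at 90 nM, was prereduced with 400 uM NADPH (final) for 5 min at ~22 deg C, then incubated with compound 15 min before 400 uM selenite. A first-read NADPH fluorescence drop versus no-compound background flagged substrates.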
TRHR PAM: qHTS for Small Molecule Agonists and Allosteric Enhancers of Human TRH Receptor: Primary Screen for Enhancers; TRHR cells, fluo-8 calcium fluorescence, EC20 TRH enhancement; enhancement, % at 2 µM; 360,000 tested, 0.66% active; in the data active means enhancement above about 30%; further: 0% is about no effect
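Enhancer read-out: after compound pinning and an initial kinetic agonist-mode read, an EC20 of TRH (10 nM final) was injected and fluo-8 calcium signal (Ex 480/Em 530) followed at 1 s/cycle for 100 cycles in TRHR-expressing cells.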
rTrxR1 inhibitor: qHTS Assay for Inhibitors of Mammalian Selenoprotein Thioredoxin Reductase 1 (TrxR1): qHTS; Thioredoxin reductase 1, cytoplasmic (Rattus norvegicus), O89049; recombinant rTrxR1, NADPH fluorescence consumption, selenite substrate; 390,000 tested, 1% active; Potency, µM (highest dose often 114 µM), for inactives: top-dose activity change, negative = inhibition, most hits filed as inhibitors; AID 588453, 2011; further: potency means the concentration at half of the fitted maximal effect; on the % scale 0 is the no-effect control and ±100 the full control effect; nearly all actives have a fitted effect of over 65% in size
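Rat TrxR1 (90 nM in the dispensed reagent) was pre-reduced with 400 uM NADPH for 5 min at room temperature, then incubated with compound for 15 min. After 400 uM selenite was added, NADPH fluorescence (Ex 340/Em 450 nm) was followed for 8 min.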
D2 agonist: HTS Assay for Allosteric Agonists of the Human D2 Dopamine Receptor: Primary Screen for Agonists | D(2) dopamine receptor (Homo sapiens), P14416 | HEK293 T-REx D2 cells, calcium flux agonist mode | activation, % at 2 µM | 340,000 tested, 0.53% active;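 active means activation over 3 SD above normal in the single-dose calcium agonist read, cut at about 30% in these data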; further: 0% is about no effect
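Tetracycline-induced HEK293 T-REx cells with force-coupled D2 receptor, plated overnight at 30 C, loaded with no-wash calcium dye. After a 10 s baseline, compound was pin-added and calcium flux read kinetically for 180 s; calcium rises flagged agonists.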
* marks the source's active call; other numbers are inactive results; u = inconclusive; x = not tested or not shown; & = joins results of further samples; [ ] = dose if it differs, or a comment. Unless noted, the call rests on the fitted dose curve; in most records, active means well fitted inhibition curve with a large enough effect; inconclusive means small, poorly fitted or top-dose-only effect; inactive means no such curve, though single readings can be large or run the other way.

SMILES	PI4K2A inh	TRHR ag	mIDH1 inhibitor	USP1-UAF1 inh	D2 antagonist	TrxR1 substrate	TRHR PAM	rTrxR1 inhibitor	D2 agonist
C=CCN1C(=O)/C(=C\c2cccs2)C(C(=O)OC)=C1C	9.6	-0.5	1.9%	-11.6%	6.0	6.3%[57.1 µM]	-4.1	11.3%[57.1 µM]	0.9
CC(=O)c1c(C)nn(CC(O)COc2ccc3c(c2)CCC3)c1C (stereo not given)	2.5	-1.5	9.4%	-6.8%	-3.2	5.5%	5.7	6.3%	0.7
COc1ccc(C(=O)Nc2ccc(S(=O)(=O)Nc3onc(C)c3C)cc2)cc1	4.2	1.0	8.1%	-9.9%	28.1	0.2%[57.1 µM]	0.4	7.0%[57.1 µM]	3.4
CS(=O)(=O)N1CCN(c2ccc(Cl)cc2[N+](=O)[O-])CC1	-7.4	-1.0	-0.4%	-20.6%	-0.3	0.9%	1.6	6.2%	0.2
Cn1nc(C(=O)NCCc2ccc(S(N)(=O)=O)cc2)c2c1-c1ccccc1S(=O)(=O)C2	-2.1	0.5	-6.8%	-17.5%	-1.3	313.3%[activator]	0.0	109.1%[activator]	0.4
CC(Oc1ccccc1Cl)C(=O)Nc1ccc(S(=O)(=O)N2CCOCC2)cc1 (stereo not given)	2.4	x	1.9%	-19.4%	x	4.2%	x	20.4%	x
N=c1c2c(n(Cc3ccc(Br)cc3)c3c1CCC3)CCCC2	-2.8	0.1	7.5%	-11.7%	4.6	-10.6%	3.0	-4.0%	-0.5
Cc1c(NS(=O)(=O)c2cc(C(=O)NCc3cccnc3)ccc2Cl)c(=O)n(-c2ccccc2)n1C	1.2	x	8.3%	-20.1%	x	6.4%	x	9.6%	x
Cn1c2ccccc2c2n[nH]c(=O)nc21	-1.8	0.1	6.8%	-9.2%	8.3	-12.4%	-1.9	28.6%[57.1 µM]	0.6
O=C(CCS(=O)(=O)Cc1ccccc1)N1CCc2ccccc2C1	0.3	-0.7	2.4%	6.1%	8.6	4.1%	-1.9	-4.5%	-0.9
COc1ccc([C@H]2CC(=O)C=C(/C=C/c3ccccc3)C2)cc1	0.4	0.5	-4.9%	-28.5%	11.1	-9.4%	-7.5	-10.2%	0.2
Cc1cc(NC(=O)CSc2nnc(-c3cccc(F)c3)n2N)no1	2.1	-0.2	-5.9%	-18.0%	-5.0	-1.6%	-3.4	9.1%	1.2
CC(C)OC(=O)CSc1nnc(COc2ccc([N+](=O)[O-])cc2)n1C	2.0	-0.7	13.7%	-28.1%	13.4	2.7%[57.1 µM]	-1.2	7.5%[57.1 µM]	2.5
CCOC(=O)C1=C(CC)Nc2ccccc2N=C1NC(=O)Nc1ccc(Cl)c(Cl)c1	3.9	0.7	8.5%	-21.2%	-25.8	2.9%	-3.2	5.3%	1.3
COc1ccc2c(c1)sc1ncc(C(=O)NCc3ccccc3F)c(=O)n12	-0.7	-0.1	0.2%	-6.2%	x	15.5%	-4.9	29.1%	0.0
C(=N\NCc1ccccc1)/c1ccc2ncccc2c1	1.0	-0.4	4.7%	-20.2%	10.9	-2.4%	-9.4	13.2%	-1.0
CCCCOc1ccc(NC(=O)CN2CCN(Cc3ccccc3)CC2)cc1	1.8	0.0	8.7%	-18.7%	-0.9	-13.9%	-0.4	-3.2%	-0.3
CN(C)c1ccc(C(CNS(=O)(=O)c2ccc(F)cc2)N2CCOCC2)cc1 (stereo not given)	0.0	-0.3	-1.0%	6.6%	x	-0.9%[57.1 µM]	-5.0	3.2%[57.1 µM]	6.3
O=C(NCCc1ccc(Cl)cc1)c1c2c(nc3ccccc13)C(=O)N(C1CCCCC1)C2	-1.6	0.0	-23.1%	-16.1%	x	1.8%[57.1 µM]	-0.8	14.7%[57.1 µM]	0.7
CCC(=O)Nc1cccc(NC(=O)COc2ccc(OC)cc2)c1	-6.6	0.3	18.0%	-4.1%	-14.6	0.1%	5.5	16.4%	0.3
COc1cc(C2C3=C(Nc4ncnn42)c2ccccc2CC3)cc(OC)c1OC (stereo not given)	-6.5	-0.6	16.6%	-12.0%	x	14.4%	0.5	7.2%	x
COc1cccc(/C=N/Nc2c(Cl)cncc2Cl)c1O	-4.0	-1.4	7.4%	-20.6%	0.3	-21.6%[57.1 µM]	-7.6	10.2%[57.1 µM]	-0.6
COc1cc2ccccc2cc1C(=O)NNC(=O)c1ccccc1O	x	-0.3	x	x	2.1	x	-3.6	x	1.3
COc1ccc2c(c1OC)C(=O)N1c3ccccc3COC21 (stereo not given)	-0.1	0.0	9.6%	-17.7%	4.3	2.3%	25.0	-4.4%	0.8
COc1ccc(-c2nn(CCC(=O)O)cc2/C=C2\SC(N)=NC2=O)cc1OC	7.2	0.3	8.6%	-18.4%	11.7	-11.9%	-2.7	-14.9%	0.3

Single records, as listed above.
Cc1c(NS(=O)(=O)c2cc(C(=O)NCc3cccnc3)ccc2Cl)c(=O)n(-c2ccccc2)n1C as listed: PI4K2A inh = 1.2; TRHR ag = x; mIDH1 inhibitor = 8.3%; USP1-UAF1 inh = -20.1%; D2 antagonist = x; TrxR1 substrate = 6.4%; TRHR PAM = x; rTrxR1 inhibitor = 9.6%; D2 agonist = x
CS(=O)(=O)N1CCN(c2ccc(Cl)cc2[N+](=O)[O-])CC1 as listed: PI4K2A inh = -7.4; TRHR ag = -1.0; mIDH1 inhibitor = -0.4%; USP1-UAF1 inh = -20.6%; D2 antagonist = -0.3; TrxR1 substrate = 0.9%; TRHR PAM = 1.6; rTrxR1 inhibitor = 6.2%; D2 agonist = 0.2

(next part)
SMILES	PI4K2A inh	TRHR ag	mIDH1 inhibitor	USP1-UAF1 inh	D2 antagonist	TrxR1 substrate	TRHR PAM	rTrxR1 inhibitor	D2 agonist
Cc1ccc(N2C(=O)C3C4C=CC(CC4)C3C2=O)cc1Cl (stereo not given)	-1.3	-0.5	-1.3%	-20.1%	-11.1	9.7%	-4.5	25.6%	-1.0
CCCCN(C)Cc1c(O)ccc2c(-c3ccccc3)cc(=O)oc12	-0.6	-1.4	0.5%	-15.8%	64.1*	17.3%[57.1 µM]	0.7	5.9%[57.1 µM]	0.0
COc1ccc(Nc2nc(OC)nc(N3CCN(c4ccc(OC)cc4)CC3)n2)cc1	1.5	0.3	4.8%	-22.1%	16.5	1.3%	-4.5	12.5%	-0.2
Cc1ccc(CNC(=O)c2cc3c(=O)oc4ccc(C)cc4c3s2)cc1	-6.9	0.4	17.5%	u	x	9.7%	12.3	43.5%[activator]	1.5
Cn1cc(/C=N/Nc2ccccc2)c2ccccc21	5.0	-0.5	0.5%	-16.7%	-5.4	3.0%	1.2	7.3%	-0.1
COc1ccc(/C=C2/N=C3CCCCCN3C2=O)cc1	-2.7	-0.7	0.6%	4.1%	4.1	-7.1%[57.1 µM]	-0.7	-5.9%[57.1 µM]	-0.8
Cc1oc2c(C)c3oc(=O)c(CCC(=O)NCCCCCC(=O)O)c(C)c3cc2c1C	-3.5	-1.0	0.0%	-21.7%	-27.5	10.5%	8.2	4.6%	0.2
Fc1cccc(CNCC2CCCO2)c1 (stereo not given)	-0.9	1.4	6.0%	-18.3%	4.9	-2.5%[57.1 µM]	-3.0	6.5%[57.1 µM]	-0.1
CC(=O)C(Cc1ccccc1)NC(=O)CCl (stereo not given)	3.8	0.3	-1.5%	-4.1%	4.1	2.8%	-9.7	-12.7%	0.1
C=C(CN(C)C)C(=O)c1cc(C)ccc1C	11.2	x	1.5%	-24.1%	x	9.5%[57.1 µM]	x	1.78µM*	x
Cc1c(Br)c([N+](=O)[O-])nn1CC(=O)N1CCc2ccccc21	-5.9	-1.1	2.8%	-16.9%	18.0	15.9%[0.0914 µM]	-4.1	31.4%[activator]	-0.6
Cc1nc2cc(-c3cccc(F)c3)nn2c(C)c1CCC(=O)NCCc1ccccc1	-9.1	-0.7	-0.7%	2.3%	x	65.3%[activator]	11.2	5.3%	0.0
CCOC(=O)C1CCN(C(=O)c2cc3c(s2)-c2ccccc2OC3)CC1	5.9	-0.6	11.1%	-18.9%	7.0	82.8%[activator][57.1 µM]	-6.4	28.1%[57.1 µM]	-0.1
CC(C)CCNC(=S)Nc1ccc([N+](=O)[O-])cc1	2.4	3.2	1.4%	-10.1%	-0.6	-11.5%	-10.9	-19.8%	6.4
Cc1ccc(C2=C(O)c3ccccc3C(=O)C2=O)cc1	5.2	-0.4	8.8%	-15.0%	-2.5	-4.1%	-1.5	3.0%	1.2
Cc1cc(C)c2oc(C(=O)NC3CCS(=O)(=O)C3)cc(=O)c2c1 (stereo not given)	5.0	0.1	-8.6%	-23.7%	-11.7	7.3%	0.2	8.4%	0.0
CCOC(=O)c1sc(=S)n(C)c1N	-8.9	-0.5	-2.9%	-19.4%	1.3	0.1%	0.6	15.1%	-0.8
CCCCN(C)CCCNC(=O)CN1C(=O)CSc2ccc(S(=O)(=O)N3CCOCC3)cc21	-0.9&1.5	-0.2&-0.3	-10.0%&16.9%	u	x	-6.6%&2.7%[57.1 µM]	7.5&0.8	-20.3%&20.8%[57.1 µM]	-0.6
COc1ccc(NC(=O)NC2(C(=O)N3CCCCC3)CCCCC2)cc1	-4.1	-1.8	3.3%	-16.5%	-19.3	-6.7%	20.1	14.2%	-0.7
